FEN1 inhibitor: qHTS Assay for the Inhibitors of Human Flap endonuclease 1 (FEN1); P39748; Recombinant FEN1 flap cleavage, fluorescence, 15 min; Potency, µM (doses to about 114 µM), for inactives: at the highest dose activity change, negative = inhibition, hits mostly inhibitors; 390,000 compounds, 0.35% hits; further: nearly all actives have a fitted effect of over 65% in size
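Compounds are tested as a concentration series against 10 nM FEN1; after a 15 min room-temperature preincubation, 50 nM substrate starts cleavage, with plate reads at 0 and 15 min. Normalized responses are fitted by a Hill equation.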
N370S GC: qHTS Assay for Inhibitors and Activators of N370S glucocerebrosidase as a Potential Chaperone Treatment of Gaucher Disease | Lysosomal acid glucosylceramidase (Homo sapiens), P04062 | N370S GC spleen homogenate, 4MU-glucoside fluorescence | Potency, µM (top dose mostly 59.4 µM), without a hit: top-dose activity change, negative = inhibition, hits mostly inhibitors | 330,000 compounds, 0.092% hits | AID 2101, 2009;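 further: 0% = full enzyme activity and -100% = no enzyme basal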
KAT2A inh: qHTS Assay for Inhibitors of GCN5L2; GCN5L2 HAT assay, ThioGlo1 CoA-SH fluorescence; Potency, µM (doses to about 58.9 µM), for the others: at the top dose activity change, negative = inhibition, hits mostly inhibitors; Histone acetyltransferase KAT2A (Homo sapiens), Q92830; 390,000 compounds, 0.21% hits; AID 504327, 2011
Target sequence (Q92830 whole entry, looked up): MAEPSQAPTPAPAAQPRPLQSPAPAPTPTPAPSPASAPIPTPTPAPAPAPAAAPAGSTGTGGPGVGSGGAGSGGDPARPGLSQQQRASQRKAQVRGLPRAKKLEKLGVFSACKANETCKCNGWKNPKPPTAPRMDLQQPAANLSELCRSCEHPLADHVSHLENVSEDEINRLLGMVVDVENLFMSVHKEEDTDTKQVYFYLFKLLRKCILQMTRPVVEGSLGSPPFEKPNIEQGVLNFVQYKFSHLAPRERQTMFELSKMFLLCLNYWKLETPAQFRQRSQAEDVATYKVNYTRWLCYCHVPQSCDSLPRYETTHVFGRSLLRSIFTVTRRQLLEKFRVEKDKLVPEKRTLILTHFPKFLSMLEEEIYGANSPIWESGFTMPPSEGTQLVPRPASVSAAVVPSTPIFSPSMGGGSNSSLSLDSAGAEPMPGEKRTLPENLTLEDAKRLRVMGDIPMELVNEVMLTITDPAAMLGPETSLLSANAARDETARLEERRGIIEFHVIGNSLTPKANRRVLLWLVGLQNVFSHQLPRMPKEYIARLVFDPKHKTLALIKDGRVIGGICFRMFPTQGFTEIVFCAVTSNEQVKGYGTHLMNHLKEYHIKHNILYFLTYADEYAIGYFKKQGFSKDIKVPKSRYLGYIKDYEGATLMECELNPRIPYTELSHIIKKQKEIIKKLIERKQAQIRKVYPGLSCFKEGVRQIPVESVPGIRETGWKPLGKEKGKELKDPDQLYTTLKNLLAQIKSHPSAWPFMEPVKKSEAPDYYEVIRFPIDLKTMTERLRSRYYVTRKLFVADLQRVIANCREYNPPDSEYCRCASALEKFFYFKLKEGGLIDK
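Compounds, pin-transferred from DMSO stocks, meet 20nM GCN5L2 for 15 min before the reaction begins with H3(1-25) peptide (75uM) and acetyl-CoA (70uM). Thiol-reactive ThioGlo1 reports CoA release over 20 min at room temperature.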
Starred values were filed as active, the others as inactive; ? = inconclusive; . = not tested or not shown; & = joins results of further samples; [ ] = another dose, or the depositor's remark. The call rests on the fitted dose curve; in most records, active means well fitted curve in the direction sought with a large enough effect; inconclusive means small, poorly fitted or top-dose-only effect, or another doubt; inactive means no such curve, though single readings can be large; an effect the other way counts as inactive or inconclusive. Unless noted, on the % scale 0 is the no-effect control and ±100 the full control effect; potency means the concentration at half of the fitted maximal effect. The list is partial (hit frequency here may not be typical).

SMILES	FEN1 inhibitor	N370S GC	KAT2A inh
COc1ccc(NC(=O)CSc2nc3c(oc4ccccc43)c(=O)n2-c2ccccc2)cc1OC	11%	.	1%
COc1cc(C(=O)NN2C(=O)NC3(CCC(C)CC3)C2=O)ccc1OC(F)F (stereo not given)	-5%	.	3%
Cc1cc(Cl)ccc1OCC(=O)N1CCC(c2nc3ccccc3s2)CC1	5%	.	-14%
Cc1nc(Sc2cccn2C)c(C(F)(F)F)c(=O)[nH]1	-3%	9%	-6%
CC1CCCCC12NC(=O)N(CC(=O)N1CCN(S(=O)(=O)c3ccc4c(c3)CCC4)CC1)C2=O (stereo not given)	-7%	-15%	-3%
C=CCn1c(SCC(=O)NC2CCCC2)nc2c([nH]c3ccccc32)c1=O	5%	0%	1%
COC(=O)[C@H]1[C@@H](C)N(Cc2ccccc2)C(=O)N[C@H]1c1cccc(C(F)(F)F)c1	-16%	10%[12.8 µM]	.
COc1ccc(CNC(=O)COC(=O)C2CCN(S(=O)(=O)c3ccccc3C(F)(F)F)CC2)cc1	1%	0%	-5%
CCc1nnc(NC(=O)CSc2nnnn2-c2cccc(C(=O)OC)c2)s1	-10%	13%	-1%
COc1ccc(S(=O)(=O)N2CCOCC2)cc1NC(=O)CSc1ncnc2ccccc12	-13%	-8%	-9%
Cc1cc(=O)[nH]c(Sc2c(-c3ccccc3)c3ccccc3[nH]c2=O)n1	10%	-9%	-4%
CCN(Cc1ccccc1)C(=O)COC(=O)CNC(=O)c1ccc(C)s1	0%	7%	-4%
Cc1ccc2oc(-c3ccc(Cl)c(NC(=O)c4ccc(-c5ccccc5[N+](=O)[O-])o4)c3)nc2c1	3%	.	2%
Cc1cc(N2CCN(c3cccc(C(F)(F)F)c3)CC2)n2nc(-c3ccccc3C)nc2n1	2%	.	-9%
Cc1cc(C)cc(NC(=S)NC2CC3CCCC(C2)N3C2CC2)c1 (stereo not given)	4%	-13%	32%[activator]
CCOc1ccc(NC(=O)CN(C)c2nnnn2-c2ccccc2)cc1OCC	12%	-20%	5%
COCCc1nc2ccc(C(=O)NCc3cccc(-n4cccn4)c3)cc2o1	2%	-12%	4%
COc1ccc(Oc2nc3ccccc3n3cccc23)cc1	-17%	-3%	-2%
O=C(C1=NNC2C(=O)N(c3ccccc3)C(=O)C12)c1nc(Cl)ccc1Cl (stereo not given)	3%	8%	-3%
C=C1CCN(C(CC(C)C)C(=O)NCc2cc(OC)c(OC)c(OC)c2)S(=O)(=O)c2ccccc21 (stereo not given)	-7%	-17%	.
CCn1c(=O)c(C(=O)NCc2ccccc2Cl)c(O)c2ccccc21	7%	-14%	-4%
COc1ccc(NC(=S)N2CCc3ccccc3C2)cc1	-6%	1%	-5%
O=C(NCc1cccnc1)C(=O)N/N=C/c1ccc([N+](=O)[O-])cc1	-9%	-3%	-3%
O=C(c1ccc([N+](=O)[O-])cc1)N(C1=NCCCCS1)c1ccccc1	-3%	3%	-4%

Rewritten field by field: entries from further up.
COc1cc(C(=O)NN2C(=O)NC3(CCC(C)CC3)C2=O)ccc1OC(F)F (stereo not given)
  FEN1 inhibitor: -5%
  N370S GC: .
  KAT2A inh: 3%
Cc1cc(Cl)ccc1OCC(=O)N1CCC(c2nc3ccccc3s2)CC1
  FEN1 inhibitor: 5%
  N370S GC: .
  KAT2A inh: -14%

More structures follow:
SMILES	FEN1 inhibitor	N370S GC	KAT2A inh
O=C(Nc1cccc(Cl)c1)N1CCc2ccccc2C1	-4%	1%	-8%
CCN(CC)S(=O)(=O)c1ccc(N2CCOCC2)c(NC(=O)COc2ccc(Cl)cc2)c1	-11%	?	-13%
CCc1ccc(NC(=O)CCn2cnc3ccccc3c2=O)cc1	-10%	.	-23%
O=C(CCc1nc(-c2ccc(Cl)cc2)no1)NC1CCCC1	1%	3%	-3%
Cc1cc(/C=C2/C(=N)N3C(=NC2=O)SN=C3S(C)(=O)=O)c(C)n1-c1ccc(F)cc1	3%	-7%	-22%
COc1ccccc1/C=N/n1nnnc1N	-1%	-1%	-9%
CC(CCc1ccccc1)NC(=O)CC(C)c1ccccc1 (stereo not given)	-2%	-1%	-10%
CCOC(=O)N1CCC(NS(=O)(=O)c2cc(Br)cnc2N)CC1	6%	-20%	-4%
Cc1cccc(C(=O)Nc2cccc(OCc3cc(=O)n4cc(C)sc4n3)c2)c1	3%	.	0%
Cc1ccc(NC(=O)CN(C)S(=O)(=O)c2cccc3nsnc23)cc1	4%	2%	-4%
O=C(NCCc1ccccn1)C1CCN(S(=O)(=O)c2ccc3ccccc3c2)CC1	-9%	-19%	-7%
CSc1ncccc1C(=O)OCC(=O)c1ccccc1	1%	4%	1%
Cc1ccc(NCCC(=O)c2ccccc2)cc1Cl	-1%	-4%	-5%
CCOc1ccc(C(=O)NCC(c2ccc3c(c2)OCO3)N2CCN(c3ccc(F)cc3)CC2)cc1 (stereo not given)	-18%	.	-13%
O=C(Nc1ccc(F)cc1)c1ccc2c(c1)NC(=O)c1ccccc1S2	21%	.	-10%
Cc1cccc(N=C2NC(=O)/C(=C/c3cccn3C)S2)c1C	5%	-17%	-6%
O=C(Cc1ccccc1)N1CCC(c2nc(-c3ccc(F)cc3)no2)CC1	5%	12%	-4%
COc1ccc(C)cc1S(=O)(=O)N1CCC(C)CC1	-10%	8%	-9%
CCOC(=O)N1CCN(C(=O)c2c(-c3ccccc3)noc2C)CC1	16%	-3%	-10%
CC1(C)CC(=O)C=C(Nc2ccc(Br)cc2F)C1	10%	1%	-12%
Cc1ccc(C2CC(=O)Oc3cc4c(cc32)OCO4)cc1 (stereo not given)	.	-1%[89.1 µM]	?
CC(C)(C#N)NC(=O)c1ccco1	-1%	-2%	1%
CCc1ccc(C(=O)c2cn(CC(=O)Nc3ccc(OC)cc3OC)c3ccc(CC)cc3c2=O)cc1	-11%	.	-3%
O=C(Nn1cc(C(=O)Nc2ccc(F)cc2F)c2ccccc2c1=O)c1cnccn1	1%	-3%	-2%
Cc1ccc(NC(=O)C(C)SCc2nc3sc4c(c3c(=O)[nH]2)CCCC4)nc1 (stereo not given)	4%	-1%	0%
O=C(Nc1nnc(-c2ccc(Cl)cc2)o1)c1cccc(N2C(=O)CCC2=O)c1	-3%	6%	1%
CCN(C(=S)NCc1ccccc1)c1ccccc1	7%	0%	-2%
COc1ccc(Cl)cc1NC(=O)COC(=O)CCc1cc(OC)c(OC)c(OC)c1	-12%	-5%	-3%
Cc1cc(C)cc(N=C2NC(=O)/C(=C/c3cccs3)S2)c1	-23%	8%	-15%
O=C(c1cccc(-c2ccc(O)cc2)c1)N1CCOCC1	-1%	2%	-3%
O=[N+]([O-])c1cc(C(F)(F)F)cc([N+](=O)[O-])c1N1CCCNCC1	3%	8%	0%
CCOc1ccc(CN(C)CC(O)COC(c2ccc(OC)cc2)c2ccc(OC)cc2)cc1 (stereo not given)	-19%	?	-1%
NS(=O)(=O)c1ccc(NC(=O)CSc2nc3ccccc3c(=O)n2Cc2ccncc2)cc1	12%	.	3%
O=C(NC1CCCCC1)c1noc2c1CCCCC2	-9%	11%	4%
COCCn1c(SCC(=O)Nc2nnc(C)s2)nnc1-c1ccco1	-2%	-1%	6%
CC12CCC(=O)N1C(C(=O)Nc1nnc(SCc3ccccc3)s1)CS2 (stereo not given)	1%	6%	0%

Some of the entries so far, as a markdown table.
| structure | FEN1 inhibitor | N370S GC | KAT2A inh |
| --- | --- | --- | --- |
| COC(=O)[C@H]1[C@@H](C)N(Cc2ccccc2)C(=O)N[C@H]1c1cccc(C(F)(F)F)c1 | -16% | 10%[12.8 µM] | . |
| COc1ccc(CNC(=O)COC(=O)C2CCN(S(=O)(=O)c3ccccc3C(F)(F)F)CC2)cc1 | 1% | 0% | -5% |
| CCc1nnc(NC(=O)CSc2nnnn2-c2cccc(C(=O)OC)c2)s1 | -10% | 13% | -1% |
| COc1ccc(S(=O)(=O)N2CCOCC2)cc1NC(=O)CSc1ncnc2ccccc12 | -13% | -8% | -9% |

Next section
SMILES	FEN1 inhibitor	N370S GC	KAT2A inh
CCOc1ccc(Cc2nc(-c3nonc3N)no2)cc1OCC	0%	3%	-8%
Cn1c(CCNC(=O)OC(C)(C)C)n[nH]c1=S	-2%	15%	1%
CC(C)NC(=O)Cn1c(=O)cnc2ccccc21	-6%	-1%	-2%
COCCNC(=O)C(c1ccc(C)o1)N(C(=O)C(=O)NC1CCCCC1)c1ccc(F)cc1 (stereo not given)	11%	13%	-14%
Cc1cc(NS(=O)(=O)c2ccc(NC(=O)/C=C/c3ccccc3Cl)cc2)no1	5%	-3%	-15%
COc1ccc(C2CC(=O)c3c(C)nc(N4CCN(C=O)CC4)nc3C2)c(OC)c1 (stereo not given)	14%	.	0%
Cc1nc2c(C(=O)NCCc3ccccc3)c[nH]n2c(=O)c1Cc1ccc(F)cc1Cl	?	.	?
CSc1ccc(NC(=O)N2CCC(C(=O)c3ccc(F)cc3)CC2)cc1	1%	-5%	0%
COc1ccc2[nH]cc(CCNC(=O)Cc3ccc(Cl)cc3)c2c1	-14%	1%	-23%
CC(=O)Nc1nc(SCCCc2ccccc2)n[nH]1	-9%	-3%	-2%
O=C(Nc1cc(C(F)(F)F)ccc1N1CCOCC1)c1ccc[n+]([O-])c1	7%	-6%	-8%
CCOC(=O)c1c(-c2ccc(C)cc2)csc1NC(=O)c1cc(-c2ccc(C)c(F)c2)on1	15%	.	0%
CCC(=O)c1ccc(OCC(=O)OCC(=O)c2cc(C)n(C3CC3)c2C)cc1	-5%	-2%	-17%
CCOc1cc(-c2noc(-c3cccnc3)n2)ccc1OC	4%	-3%	-7%
Cc1occc1-c1nnc(SCC(=O)Nc2ccc3c(c2)OCO3)n1CC1CCCO1 (stereo not given)	-7%	-13%	0%
COc1ccccc1C(=O)COC(=O)CNS(=O)(=O)c1ccc(C)cc1	-2%	-12%	-3%
CCCS(=O)(=O)N1CCCC(C(=O)NCCN2CCC(Cc3ccccc3)CC2)C1 (stereo not given)	-1%	6%	-5%
Cc1ccc(C2NC(=O)NC3=C2CCc2ccccc23)cc1 (stereo not given)	8%	11%	-5%
COc1ccc(CCC(=O)N2CCN(S(=O)(=O)c3cccc(Cl)c3)CC2)cc1	-17%	.	-3%
FC(F)(F)c1ccccc1NC(=S)N1CCc2ccccc2C1	3%	0%	-9%
CCCn1nnnc1-c1cc(Cl)cc(Cl)c1	13%	2%[12.8 µM]	-5%
O=C1Nc2ccccc2C(=O)C1(Cl)Cc1ccccc1 (stereo not given)	6%	24%	-14%
C=C(C)C(=O)OCCOCC	.	-17%	7%
CC1(C)Cc2c(sc3nc(-c4ccccc4)n(N)c(=O)c23)CO1	-1%	4%	0%
CN(CC(=O)Nc1ccc(F)cc1)C(=O)COC(=O)CSc1ccc(F)cc1	1%	-3%	-1%
COC(=O)CSc1nnc(-c2ccc(S(=O)(=O)N3CCCC3)cc2)n1C	-2%	12%	-1%
O=C1CCN(Cc2ccccc2)C=C1c1ccc(Br)cc1	-11%	.	-1%
O=C1SCCc2c1n(Cc1ccccc1)c1ccccc21	-9%	12%	-4%
COc1ccc(Cn2ccnc2SCC(=O)Nc2nc3ccccc3s2)cc1	1%	.	-15%
Cc1nc(-c2ccc(S(=O)(=O)NCc3ccc(N(C)C)cc3)cc2)co1	-9%	.	-9%
Cc1nnsc1C(=O)N/N=C/c1ccccc1Cl	10%	-2%	3%
Cc1cc(C)c(NC(=O)CSc2nc(=O)n3cc(C)ccc3n2)c(C)c1	0%	5%	-2%
O=C(Nc1ccc(Br)cc1)c1ccc(Cl)c(S(=O)(=O)N2CCCCCC2)c1	-8%	.	-10%
Cc1ccc(N2CCCn3c2nc2c3c(=O)n(CCN3CCOCC3)c(=O)n2C)cc1	.	8%	-1%
CCCC(=O)OCC(=O)Nc1cc(Cl)ccc1[N+](=O)[O-]	-6%	-1%	-6%
CC(Sc1ncnc2sccc12)C(=O)Nc1ccc(S(N)(=O)=O)cc1 (stereo not given)	-19%	.	0%
COc1ccc(C(=O)NC2CC2)cc1OC1CCN(Cc2ccc(Cl)cc2)CC1	-4%	-4%	1%
COc1ccc(NC(=O)CN2C(=O)c3ccccc3Sc3ccc(C(=O)N4CCOCC4)cc32)c(OC)c1	0%&-19%	-5%	-4%&-5%
O=C(CSc1nnc(-c2cccnc2)o1)Nc1ccc(Br)cc1	0%	-7%	-1%
COc1ccc(CN(CC(=O)NCc2ccccc2)C(=O)CCC(=O)Nc2cc(C)ccn2)cc1	-1%	-4%	2%
CN(C)C(=O)c1cc(Br)ccc1Cl	-9%	2%[12.8 µM]	1%
O=C(c1cccs1)N1CCc2c([nH]c3ccccc23)C1c1ccccn1 (stereo not given)	-1%	?	-6%

Ordered by value in N370S GC (low to high): 3 from the list above
SMILES	N370S GC	KAT2A inh
O=C(CSc1nnc(-c2cccnc2)o1)Nc1ccc(Br)cc1	-7%	-1%
COc1ccc(NC(=O)CN2C(=O)c3ccccc3Sc3ccc(C(=O)N4CCOCC4)cc32)c(OC)c1	-5%	-4%&-5%
COc1ccc(CN(CC(=O)NCc2ccccc2)C(=O)CCC(=O)Nc2cc(C)ccn2)cc1	-4%	2%

Bioassay records from PubChem.
